NS3 helicase inh – blocks Hepatitis C virus NS3 helicase unwinding. NS3 helicase DNA unwinding, Cy5 molecular beacon fluorescence. inhibition, % at 10.9 µM. actives 0.56% (n = 290,000). AID 1800;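 active = inhibition above the mean of all tested compounds plus 3 SD, set per campaign, cut at about 35% in these data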;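 also: 0% = DMSO wells and 100% = thioflavine S control wells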
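Assay system: hepatitis C virus NS3 helicase domain fragment enzyme. Also added: annealed dual-labelled DNA beacon duplex, ATP-started. Timing: 1 h reaction at 25 °C, ATP-initiated. Technique: Cy5 fluorescence at 0 and 60 min, beacon hairpin quenching. Evaluation: % inhibition of unwinding. Replication: one well per compound.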
IDE inh – cellular human IDE inhibition; HEK cells, FAbetaB cleavage, fluorescence polarization; inhibition, % at 5.59 µM; actives 0.41% (n = 320,000);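 active = percent inhibition above the average of all tested compounds plus 3 SD, set per screening campaign, cut at about 16% in these data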;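 also: IDE supplied by intact live HEK cells; FP after avidin binding of uncleaved biotin substrate so inhibition keeps polarization high; 0% = DMSO wells and 100% = 60 µM reference IDE inhibitor Ii1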
GalR3 antag – antagonists of human GalR3; O60755; HEK293 GalR3-CNG cAMP membrane potential fluorescence; galR3 body fused to GalR1 C-terminus; inhibition, % at 3 µM; actives 0.44% (n = 360,000); AID 651719;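 active = inhibition above the screen-wide average plus 3 SD, cut at about 13% in these data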;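 also: forskolin and galanin both at EC90 stimulate the cells; cAMP rise reported by CNG channel membrane potential dye signal; 0% = forskolin plus galanin with DMSO and 100% = forskolin alone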
Target sequence (O60755 1-299 limits assumed): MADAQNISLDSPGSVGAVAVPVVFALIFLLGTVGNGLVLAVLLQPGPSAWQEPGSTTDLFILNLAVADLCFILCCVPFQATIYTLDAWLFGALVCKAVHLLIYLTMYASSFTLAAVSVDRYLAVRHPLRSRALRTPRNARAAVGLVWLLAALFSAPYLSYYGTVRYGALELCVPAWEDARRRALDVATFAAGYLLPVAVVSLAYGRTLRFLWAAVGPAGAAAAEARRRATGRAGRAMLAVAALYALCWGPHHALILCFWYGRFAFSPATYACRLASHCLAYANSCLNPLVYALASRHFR
SUMO HTRF inh – blocks human SUMOylation mediated by UBC9; HTRF SUMOylation assay, SAE1/SAE2 + UBC9, in vitro; inhibition, % at 35 µM; actives 0.36% (n = 290,000); in the data active = inhibition above about 50%, passing the limit was not always enough; also: strong numbers were not always called active
Target sequence (P63279 whole entry, looked up): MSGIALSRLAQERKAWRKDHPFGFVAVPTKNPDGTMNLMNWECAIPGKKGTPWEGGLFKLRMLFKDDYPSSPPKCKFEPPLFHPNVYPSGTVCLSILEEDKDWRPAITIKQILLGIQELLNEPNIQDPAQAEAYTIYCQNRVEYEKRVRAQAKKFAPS
IMP-1 inh – inhibitors of Pseudomonas aeruginosa IMP-1 metallo-beta-lactamase | inhibition, % at 5.6 µM | AID 1556 | actives 0.45% (n = 290,000) | purified IMP-1, nitrocefin hydrolysis, epi-absorbance fluorescence;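 active = inhibition above the mean plus 3 SD of all compounds in the same screening run, cut at about 4.5% in these data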;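 also: 0% = IMP-1 with DMSO and 100% = DMSO wells lacking enzyme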
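Test system: recombinant IMP-1 enzyme, purified / Medium: HEPES buffer pH 7.1 with ZnSO4 and Brij 35 / Doses: single dose, 5.6 µM / Times: 25 °C, 15 min preincubation, 25 min reaction / Detection: Epi-absorbance via hydrolysed-nitrocefin quenching of white-plate fluorescence, 480/530 nm, EDTA stop / Evaluation: percent inhibition from optical density relative to buffer-blank wells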
VIM-2 inhibitor – blocks Pseudomonas aeruginosa VIM-2 metallo-beta-lactamase; inhibition, % at 5.6 µM; purified VIM-2, nitrocefin hydrolysis, epi-absorbance fluorescence; actives 0.89% (n = 290,000);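 active = inhibition above the mean of all tested compounds plus 3 SD, cutoff set per screening run, cut at about 7.5% in these data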;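 also: red hydrolysis product quenches plate fluorescence so inhibitors raise well fluorescence; 0% = enzyme with DMSO and 100% = DMSO without enzyme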
IDE cell activ – activators of human insulin-degrading enzyme in cells. P14735. HEK cells, FAbeta-B cleavage, fluorescence polarization; 0% vehicle, 100% cell-free pure enzyme wells. activation, % at 5.96 µM. actives 0.073% (n = 340,000);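 active = activation above the mean of all tested compounds plus 3 SD, set per screening campaign, cut at about 17% in these data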
pCIP destab – compounds decreasing mouse p/CIP protein stability; F442A p/CIP-EGFP cells, EGFP fluorescence, 16 h; decrease of EGFP signal, % at 10 µM; actives 0.01% (n = 290,000); AID 1984;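 active = EGFP signal decrease of at least 30% at 10 µM or well 3 SD below plate mean, unless failing retest; inactive = the rest, including hits failing retest or dose response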; also: some compounds called inactive have numbers as strong as hits; many of its hits are not listed in these tables
CRFR2-BP antag – antagonists of CRF-binding protein/CRF-R2 receptor complex; HEK293 CRF-R2/CRF-BP, CRF-induced calcium fluorescence; inhibition, % at 11.8 µM; actives 0.59% (n = 350,000);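 active = inhibition of the ligand-induced calcium signal above about 50% at the single tested concentration, limit read from the data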
Numbers without * were called inactive; . = not tested or not shown.

SMILES	NS3 helicase inh	IDE inh	GalR3 antag	SUMO HTRF inh	IMP-1 inh	VIM-2 inhibitor	IDE cell activ	pCIP destab	CRFR2-BP antag
CCN(CC1COc2ccccc2O1)C(=O)CN1C(=O)NC(C)(c2ccccc2)C1=O (centres undefined)	.	-2	-5	.	.	.	5	.	-2
Cc1cc(C(=O)COC(=O)Cc2ccc(Br)cc2)c(C)n1C	.	4	-2	.	.	.	-5	.	5
CCCN(CCC)CCCNC(=O)c1cc2c(-c3ccc(OC)c(OC)c3)nn(C)c2s1	-51	-4	-10	24	-4.0	12*	-5	-7	-1
C/C=C/C(=O)N1CC2(CC(c3cccc(NC(=O)CC)c3)=NO2)C[C@H]1C(N)=O (some centres undefined)	.	5	2	1	.	.	8	-7	7
NC(=O)c1cc(C(N)=O)nc(Cl)n1	3	3	-7	18	-2.4	-1.4	1	-1	10
CS(=O)(=O)N1CCN(c2ccc(NC(=O)CSc3ccc(Cl)cc3)cc2)CC1	-3	-3	-10	21	-5.6	-4.2	3	1	6
CCOc1ccc(NC(=O)CN(c2ccc(OCC)cc2)S(=O)(=O)c2c(C)[nH]c(=O)[nH]c2=O)cc1	23	5	-2	5	0.1	0.8	0	17	10
COc1ccccc1Cn1c(C(C)C)nc2ccccc21	-10	0	-5	9	-2.0	-1.5	4	6	8
CCN(C(=O)CSc1nc2cc(Cl)ccc2c(=O)n1CC(C)C)C1CCS(=O)(=O)C1 (centres undefined)	.	-2	-1	.	.	.	0	.	7
CCCCC1=CC2=CC(=O)C(C)(OC(=O)C3CCCC3)C(=O)C2=CO1 (centres undefined)	.	1	-4	15	.	.	1	-11	-1
CCCn1c(SCC(=O)NCCc2ccccc2)nnc1-c1cccnc1	1	3	-2	0	-1.9	-1.1	-4	-3	17
O=C(Nc1nccs1)c1ccc(Br)o1	-1	5	-5	17	-3.6	1.1	4	0	9
C=CCn1cnc2scc(-c3ccccc3)c2c1=O	0	-9	-3	-11	-0.5	-3.1	0	-1	36
CCOCCCNS(=O)(=O)c1ccc2c(c1)oc(=O)n2CC(=O)OCC	1	1	-6	-14	-2.3	-2.3	-4	-2	4
Cc1ccc(NC(=O)Cn2c(=O)c3cccn3c3ccccc32)cc1	9	-1	-6	12	-0.9	0.9	-4	2	-5
O=C(Cn1ccc(C(F)(F)F)n1)N/N=C/c1ccc2c(c1)OCO2	-7	1	0	16	-2.9	-3.1	7	-10	-28
Cc1ccc(-c2csc(/C=C3\SC(C)C(=O)N3CC(=O)Nc3ccccc3F)n2)cc1 (centres undefined)	-3	1	-7	36	-0.5	0.4	3	-5	2
CC1CCCCC1NC(=O)C1CCN(C(=O)c2sccc2-n2cccc2)CC1 (centres undefined)	1	-3	.	0	-0.7	0.1	1	-7	33
COc1ccccc1S(=O)(=O)Cc1ccc(C(=O)NC2CC2)o1	20	4	-8	-2	-5.8	-2.1	5	-9	-9
Cc1cccc(Cn2c(=O)n(Cc3ccco3)c(=O)c3ccccc32)c1	-2	-5	-6	9	-3.8	-5.9	-4	-7	4
CCOc1ccc(Nc2nc(N)nc(CCl)n2)cc1	-9	2	-1	8	-0.2	0.5	9	-4	-8
CC(C)Oc1ccc(C(CC(=O)O)NC(=O)Cc2ccc(Cl)cc2)cc1 (centres undefined)	22	-13	-2	-4	-3.6	0.7	1	-3	13
CCOc1ccc(CCNC(=O)C(C)N2C(=O)CC(C)(C)Sc3ccccc32)cc1 (centres undefined)	-6	4	-4	3	-6.0	-1.9	0	-10	-1
COc1cc(/C=N/N(C)c2ccccc2)cc(Cl)c1O	-10	-1	-2	-18	-3.4	-1.6	0	9	53*
O=C(/C=C/c1cccc([N+](=O)[O-])c1)c1ccc([N+](=O)[O-])o1	.	4	-3	.	.	.	-11	.	-17

Of the compounds above, 2 have fluorine.
SMILES	NS3 helicase inh	IDE inh	GalR3 antag	SUMO HTRF inh	IMP-1 inh	VIM-2 inhibitor	IDE cell activ	pCIP destab	CRFR2-BP antag
O=C(Cn1ccc(C(F)(F)F)n1)N/N=C/c1ccc2c(c1)OCO2	-7	1	0	16	-2.9	-3.1	7	-10	-28
Cc1ccc(-c2csc(/C=C3\SC(C)C(=O)N3CC(=O)Nc3ccccc3F)n2)cc1 (centres undefined)	-3	1	-7	36	-0.5	0.4	3	-5	2

(cont.)
SMILES	NS3 helicase inh	IDE inh	GalR3 antag	SUMO HTRF inh	IMP-1 inh	VIM-2 inhibitor	IDE cell activ	pCIP destab	CRFR2-BP antag
O=C(CSc1nc2ccccc2c(=O)n1-c1ccc(OC(F)F)cc1)NC1CC1	.	4	-2	.	.	.	2	.	-4
O=C(c1ccc2ncsc2c1)N1CCN(c2nc3ccccc3s2)CC1	-2	25*	-5	10	-4.1	-0.5	-18	-4	-13
COc1ccc(OC(C)C(=O)N2CCN(c3ccccn3)CC2)cc1 (centres undefined)	-5	9	-3	18	-1.1	-1.1	1	1	-26
O=C(Cc1ccc2c(c1)CCCC2)Nc1ccccc1Cl	6	0	-2	31	-1.3	-3.1	0	-15	18
COc1cc(-c2nc3n(n2)C(c2ccncc2)C(C(N)=O)=C(C)N3)cc(OC)c1OC (centres undefined)	8	1	5	-2	-1.1	1.1	6	0	14
Cc1nc2ccc(NC(=O)N3CCCCC3)cc2nc1C	-9	2	2	19	-1.1	0.1	1	0	-10
COC(=O)Nc1ccccc1C(=O)N1CCC(O)(c2ccc(Cl)cc2)CC1	-1	0	-8	10	-1.2	-0.9	4	-8	-29
CC1(c2ccccc2)NC(=O)N(CC(=O)Nc2ccc(N3CCOCC3)cc2N2CCOCC2)C1=O (centres undefined)	.	13	1	.	.	.	0	.	1
Cc1ccc(S(=O)(=O)N(c2nc(NC(C)C)nc(NC(C)C)n2)n2cnnc2)cc1	6	0	-1	-4	-2.3	-4.7	-4	-9	-44
COc1ccc(/C=C(/NC(=O)/C=C/c2ccccc2)C(=O)O)cc1	11	3	-4	10	-1.8	-2.0	-3	-6	-9
Cc1ccc(S(=O)(=O)N2CCN(C(=O)CNC(=O)c3sc4ccccc4c3Cl)CC2)cc1	.	-3	-2	.	.	.	6	.	7
O=C(Nc1ccccc1C(F)(F)F)C1CC(=O)N(c2ccccc2F)C1 (centres undefined)	2	3	-4	9	-3.2	-4.0	2	-1	-12
CC(C)NC(=O)c1cccc2c1-c1ccccc1C2=O	-2	-1	-9	-2	-3.9	-0.6	6	-6	-2
COc1ccc2c(c1)-c1c(ssc1=S)C(C)(C)N2	1	-1	-3	-14	-3.6	-0.1	1	-7	-9
NNC(=O)c1csc(Cc2c(Cl)sc3ccc(Cl)cc23)n1	11	1	-5	-5	-4.1	-4.3	-5	-17	0
C=CCn1c(CSc2nc3ccccc3s2)n[nH]c1=S	1	1	-3	4	-2.0	-0.7	-8	-8	2
c1ccc(-c2cn3cccnc3n2)cc1	8	-2	-8	38	-2.9	-2.1	-4	-4	5
O=C(CSc1nc2ccccc2c(=O)n1Cc1ccco1)c1ccc(F)cc1	2	5	-14	2	-1.6	-1.4	-6	6	-20
Cc1nc2ccc(Nc3nc4cc(S(=O)(=O)N5CCOCC5)ccc4o3)cc2s1	-6	2	-3	20	-3.4	-3.3	-7	0	-10
CCOC(=O)c1cc(NC(=O)c2ccccc2)c(=O)n2c1oc1ccccc12	-5	12	-5	20	-2.4	-2.2	7	-3	-5
N=C1CCC(=N)c2c1c(O)c1ccccc1c2O	43*	-1	.	63*	2.9	3.1	1	1	8
COC(=O)c1cc(CSc2nc3ccc(C)cc3[nH]2)oc1C	6	2	-2	-1	-3.7	-4.1	3	-3	22
Cc1nn(Cc2c(F)c(F)c(F)c(F)c2F)c(C)c1NC(=O)c1ccc(COc2ccc(F)cc2)o1	-10	0	-12	-17	-1.9	1.1	4	-8	24
COc1ccccc1N1CCN(C(=O)c2ccc(Cn3c(=S)[nH]c4cc5c(cc4c3=O)OCO5)cc2)CC1	-7	0	-2	2	-2.0	-2.2	7	-3	-1
N#Cc1ccsc1NC(=O)CSc1nnc(-c2ccccc2)o1	8	-5	-4	3	-2.0	-1.5	2	1	7

Following part
SMILES	NS3 helicase inh	IDE inh	GalR3 antag	SUMO HTRF inh	IMP-1 inh	VIM-2 inhibitor	IDE cell activ	pCIP destab	CRFR2-BP antag
CCOc1ccc2ncc(S(=O)(=O)c3ccccc3)c(N3CCC4(CC3)OCCO4)c2c1	-1	-1	10	6	-3.4	0.9	.	-5	.
O=C(Nc1ccc(S(=O)(=O)Nc2ncccn2)cc1)c1ccccc1NS(=O)(=O)c1ccc(F)cc1	14	-6	-4	21	-0.7	-2.1	-4	5	-5
COc1cccc(NC(=O)Nc2cccnc2)c1	16	-12	10	38	-2.3	-2.0	-3	-18	9
CC(C)Cc1nc2oc3c(=O)[nH]cnc3c2c2c1CCCC2	1	2	3	-23	-1.7	-0.9	3	8	-5
COc1cc2ccccc2cc1C(=O)Nc1nc(C)c(C(C)=O)s1	3	0	.	3	-1.6	-5.3	4	-2	-1
CN(C(=O)c1c[nH]c(=O)cc1C(F)(F)F)c1ccc(Cl)cc1	-16	-1	-3	12	-3.1	-0.4	4	-10	4
CC(=O)N1c2ccc(S(=O)(=O)NCC3CCC(C(=O)NCc4ccccc4)CC3)cc2CC1C (centres undefined)	7	5	3	-2	-3.4	-2.0	-5	-8	17
COc1ccc(-c2cc(C(F)(F)F)nc(S(C)(=O)=O)n2)cc1	-2	-1	32*	24	-4.2	-0.4	3	-9	6
Oc1oc(-c2ccc(Br)cc2)nc1C=Nc1ccc(Br)cn1	15	-2	-1	-12	-1.2	0.4	1	-13	3
CCN(CC(=O)NCc1cccs1)CC(=O)Nc1c(Cl)ccc(C)c1Cl	.	-3	-6	.	.	.	0	.	19
Cc1cc(C(=O)COC(=O)CNC(=O)c2ccccc2)c(C)n1CC1CCCO1 (centres undefined)	13	2	-6	3	-1.0	-0.6	1	12	16
COc1ccc(O)c(CNc2ccccc2F)c1	5	0	-5	-4	-0.6	0.8	0	0	11
O=C(Nc1ccccc1)N1CC=C(c2ccccc2)CC1	-4	3	.	24	-5.3	-4.5	.	-7	.
O=C(Nc1ncccc1O)c1ccc(S(=O)(=O)N2CCCC2)cc1	.	5	3	.	.	.	1	.	-8
CC(=O)N1C(=O)c2cccc3cccc(c23)C(=O)N1C(C)=O	-2	0	.	1	-2.2	-2.0	.	-14	21
C=C1CCN([C@H](C(=O)NCc2ccc(Cl)c(Cl)c2)C(C)C)S(=O)(=O)c2ccccc21	.	5	-6	-11	.	.	-4	4	6
CN(C(=O)COC(=O)c1cc(NS(=O)(=O)c2cc([N+](=O)[O-])ccc2Cl)ccc1O)C1CCCCC1	-6	3	-4	-14	-2.4	-1.5	5	2	24
CC(C)CC(NC(=O)C(CC(C)C)NC(=O)C(Cc1ccc(OCc2ccccc2)cc1)NC(=O)OC(C)(C)C)C(N)=O (centres undefined)	-7	-3	1	14	-1.3	-0.3	3	-30	-4
Cc1ccc(N=Nc2c(N)[nH]n3c(=O)cc(-c4ccccc4)nc23)cc1	21	-4	-1	-39	-3.0	-2.1	2	-1	59*
O=C(Nc1ccc(Oc2cccnc2)cc1)c1ccccc1F	2	8	-6	-4	-1.8	0.0	7	3	0
